Screening data from PubChem.
MITF TRPM1 inh – inhibitors of MITF-dependent TRPM1 promoter reporter, primary screen, cell-based, SK-MEL-5, single point, luciferase; SK-MEL-5 TRPM1 promoter luciferase, 24 h; inhibition, % at 12.5 µM; hit rate 0.83% among 330,000; AID 488899, 2010;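 active = mean inhibition across replicates of 60% or more, whatever share of single replicates reaches that level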; also: values of inactives mirror those of a sister screen read the other way
HIF-2a block – HIF-2a reporter inhibitors, primary screen, luminescence, 786-0 RCC cells | 786-0 RCC cells HIF-2a reporter, luciferase luminescence, overnight | inhibition, % at 18.8 µM | hit rate 0.72% among 360,000;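 active = inhibition of the luminescence signal of 40% or more relative to plate controls, in a single-dose primary screen at 18.75 µM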
Peg3 promoter – Peg3 promoter-driven luciferase inhibitors, primary screen, cell-based, HeLa, luciferase luminescence; inhibition, % at 20 µM; hit rate 1.7% among 360,000; AID 588405, 2011; HeLa PEG-Prom luciferase reporter, overnight;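 active = inhibition of at least 50% at 20 µM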
CF NFkB inh – inhibitors of PAF-induced NF-kB signaling, primary screen, cell-based, GFP fluorescence, uHTS; KKLEB NF-kB-GFP reporter, GFP fluorescence overnight; inhibition, % at 5 µM; hit rate 0.86% among 360,000; AID 588850, 2011;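 active = at least 50% inhibition at 5 µM, scaled per plate between neutral and stimulator controls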;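 also: PAF is a Pseudomonas aeruginosa culture filtrate used as stimulus; plate controls were PAF-stimulated DMSO wells for no effect and unstimulated DMSO wells for full effect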
hiPSC survival – enhancers of single-cell hiPSC survival, primary screen, ATPlite luminescence; 100% = ROCK inhibitor wells, 0% = DMSO; survival enhancement, % at 20 µM; hit rate 0.044% among 360,000; AID 602274, 2012; in the data active = survival enhancement above about 18%;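 also: cells exposed to compounds for 16 hours before the ATP read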
KKLEB tox – cytotoxicity in KKLEB CF airway cells, primary screen, cytotoxicity control for CF NF-kB inhibitor project, cell-based, uHTS, fluorescence assay plates | KKLEB CF airway cells viability, ATPlite luminescence, overnight; hits give low values; cells stimulated with P. aeruginosa culture filtrate | AID 602141, 2011 | activity change (cytotoxicity), % at 5 µM | hit rate 0.36% among 360,000;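 active = corrected activity change at or below -50% at 5 µM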
Shn3 3UTR inh – reduction of Shn3 3'UTR firefly luciferase signal, primary screen, Schnurri-3 inhibitor project, cell-based, Clone20 osteoblasts, set 2; Clone20 osteoblast Shn3 3'UTR firefly luciferase, 24 h; inhibition, % at 12.5 µM; hit rate 0.52% among 360,000; AID 588674, 2011;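 active = mean inhibition of at least 75% with every replicate also reaching 75%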;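 also: 0% = median of neutral control wells and 100% = pilot-screen positive control compound; some compounds past the cut are filed as inactive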
TWEAK-Fn14 inh – inhibitors of TWEAK-Fn14 signaling, primary screen, luciferase reporter cells, uHTS | hit rate 2% among 360,000 | AID 1159606, 2016 | TWEAK-stimulated Fn14 reporter cells, luciferase luminescence, 8 h | inhibition, % at 10 µM; in the data active = inhibition above about 50%
NR2E3 ag-1 – NR2E3 agonists in two-hybrid cells, primary screen, cell-based, luminescence, CHO-S, Gal4-NCOR/VP16-NR2E3 | inhibition of corepressor binding, % at 3.98 µM | hit rate 0.35% among 360,000 | luciferase | Photoreceptor-specific nuclear receptor (Homo sapiens), Q9Y5X4 | AID 602229, 2012;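 active = inhibition above the mean of all tested compounds plus 3 SD, cut at about 70% in these data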;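 also: 0% = DMSO with NR2E3 transfected cells and 100% = cells lacking NR2E3 construct; higher means lower luciferase signal from less NR2E3 corepressor binding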
Target sequence (Q9Y5X4 whole entry, looked up, the tested form may be a part): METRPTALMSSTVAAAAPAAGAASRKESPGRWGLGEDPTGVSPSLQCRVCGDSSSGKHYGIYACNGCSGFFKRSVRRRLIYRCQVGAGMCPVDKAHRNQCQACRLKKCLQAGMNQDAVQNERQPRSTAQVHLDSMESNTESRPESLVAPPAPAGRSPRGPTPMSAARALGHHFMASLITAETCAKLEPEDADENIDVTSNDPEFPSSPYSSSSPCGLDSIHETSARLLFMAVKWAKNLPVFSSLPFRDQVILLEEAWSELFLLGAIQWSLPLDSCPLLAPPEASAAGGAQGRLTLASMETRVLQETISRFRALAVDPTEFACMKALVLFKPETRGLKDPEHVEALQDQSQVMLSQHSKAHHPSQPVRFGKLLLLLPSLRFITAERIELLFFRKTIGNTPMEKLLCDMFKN
aDG glyco up – activators of alpha-DG glycosylation, primary screen, uHTS, Pro5-aDG cells, AlphaScreen; alpha-DG glycosylation AlphaScreen (IIH6); 0% Pro5, 100% B10-LARGE cell signal; activation, % at 10 µM; hit rate 0.22% among 360,000;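 active = activation of at least 8% versus controls, or a plate z-score of at least 8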;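 also: Pro5 are CHO cells carrying HIG-tagged alpha-DG that lacks glycosylation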
NR2E3 ag-2 – inhibitors of NR2E3-RetCOR corepressor binding, primary screen, NR2E3 agonist project, biochemical, TR-FRET, GST-NR2E3, biotin-RetCOR; AID 2300, 2010; inhibition of corepressor binding, % at 4.78 µM; 1536-well; hit rate 0.12% among 320,000;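 active = percent inhibition above the cutoff of mean plus 3 SD of all tested compounds, set per screening campaign, cut at about 20% in these data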;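 also: 0% = DMSO wells and 100% = biotin wells as full block of FRET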
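Material: NR2E3–RetCOR corepressor complex / Amount: 1.35 nM GST-NR2E3 / Medium: Tris pH 7.5 / Compound: single nominal compound dose of 4.8 µM / Incubation: 5 h at 4 °C / Technique: TR-FRET, Eu(K)-anti-GST donor, streptavidin-D2 acceptor, ex 340, em 617/671 nm / Read-out basis: percent loss of FRET ratio relative to control wells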
Active calls of the source: *; . = no result given.

Below each SMILES – MITF TRPM1 inh, HIF-2a block, Peg3 promoter, CF NFkB inh, hiPSC survival, KKLEB tox, Shn3 3UTR inh, TWEAK-Fn14 inh, NR2E3 ag-1, aDG glyco up, NR2E3 ag-2
CCNC(=S)N1CCC(n2cnc3ccccc32)CC1
 : 8.2, 0.5, -32.9, 3.2, 0.0, 1.0, 5.0, 9.7, -17.7, -0.2, 2.4
C=CCOc1c(CNn2nnnc2N)cccc1OC
 : 5.8, -1.3, -10.8, -2.1, 5.8, -15.3, -6.4, -0.2, -12.9, 0.6, 0.3
O=C(C1CCC(Cn2c(=S)[nH]c3ccccc3c2=O)CC1)N1CCN(c2ccccc2)CC1 (stereo not drawn)
 : 14.5, 19.8, 17.4, -25.9, 5.6, 7.6, 22.8, 30.9, -15.6, 2.7, 2.4
CCC(C)(C)n1nnnc1C(c1cccnc1)N1CCCC(C)C1 (stereo not drawn)
 : 9.4, 19.0, 8.8, -9.5, -3.5, -7.5, 4.1, 4.0, -6.1, 0.1, -1.6
O=C(CN1CCOCC1)Nc1ccc2c(c1)OCCO2
 : -26.7, -87.0, -49.7, 1.0, -0.7, 3.8, -22.6, -16.8, -37.6, 0.2, -1.4
O=C(COCc1cc(-c2ccc3c(c2)OCO3)on1)Nc1cccnc1Cl
 : -8.8, -43.3, -26.6, -20.9, -0.4, -9.3, -19.5, -29.7, -19.1, -0.2, 1.2
COc1ccc(CNC(=O)c2ccc(CNc3c(NC4CCCCC4)c(=O)c3=O)cc2)cc1
 : ., 10.0, 6.2, -16.2, 1.8, -5.4, -11.7, -14.1, -11.9, 0.0, 0.5
O=C(CC(c1ccccc1)c1ccccc1O)N1CCCCC1 (stereo not drawn)
 : -0.8, 6.5, 8.2, -31.8, 0.7, -9.1, 8.3, 9.3, 9.6, 0.1, 1.8
O=C(O)c1cc(-c2ccc(-c3c(-c4ccc5c(c4)OCO5)noc3-c3ccsc3)cc2)nc2ccccc12
 : -97.2, -240.7, -241.7, -1.1, -1.7, 0.3, -80.8, 56.7*, -28.4, 0.1, 0.1
COc1ccc2nc(SCC(=O)N3CCCCC3)c(C#N)cc2c1
 : -40.6, -169.8, -215.7, 9.0, 0.7, 8.2, -33.2, -27.4, 11.2, -0.1, 1.6
Fc1ccccc1C1c2cccn2CCN1C(=S)Nc1cccc(Br)c1 (stereo not drawn)
 : -7.9, 12.3, -5.8, 0.8, -0.3, -0.4, -9.9, -7.3, -3.1, -0.1, -1.3
CCNc1nc(NC(C)C)nc(N(C#N)CC(=O)OC)n1
 : -3.8, 11.5, -9.0, 12.3, 1.9, 5.9, 2.7, -9.9, -15.6, -0.2, 5.8
Nc1nc(-c2cccs2)c(CC(=O)O)s1
 : -2.3, 9.6, 21.0, 1.4, -0.7, 3.6, -11.4, 3.3, 19.1, -0.1, -2.1
Cc1cc(C(=O)COC(=O)c2cccc(S(=O)(=O)N(C)C)c2)c(C)n1CC1CCCO1 (stereo not drawn)
 : -83.1, -163.8, -301.0, 2.8, -0.5, -9.2, -59.3, -14.3, 0.5, -0.4, .
OCc1ccccc1O[C@@H]1O[C@H](CO)[C@@H](O)[C@H](O)[C@H]1O
 : -6.6, 8.6, 2.5, 24.4, 2.0, -1.2, 57.2, -1.6, -14.7, 0.2, 1.3
COc1ccc(OCC(=O)N(C)Cc2ccccc2)cc1
 : 7.4, -27.4, -15.9, -4.1, -0.2, 3.3, -30.6, -21.6, -12.1, 0.2, 2.0
O=C(COc1ccc(/C=N/NC(=O)c2ccccc2)cc1)Nc1ccc([N+](=O)[O-])cc1
 : 0.9, 8.6, -2.8, 9.0, 3.9, 2.0, -12.3, -23.6, -28.9, -0.2, -0.4
COc1ccc(-c2c3c(=O)n(C)c(=O)n(C)c3cn2NC(C)=O)cc1
 : 6.5, 5.9, -7.0, -3.9, -0.6, 8.5, 7.3, -2.0, -10.2, 0.1, 0.1
CCN1CCN(C(CNS(=O)(=O)c2ccc(OC)cc2)c2cccnc2)CC1 (stereo not drawn)
 : ., 2.1, 8.1, -4.1, 6.7, 18.2, -7.6, -15.5, 4.3, 0.0, 3.4
COc1ccc(CC(=O)N(Cc2ccccc2)C(C)C)cc1
 : 7.7, 16.9, 10.7, 4.8, -0.8, -19.1, 2.5, -4.8, 0.2, 0.1, 3.9
Cc1ccc(C(=O)Cn2nnc(-c3ccccc3)n2)cc1
 : -5.1, -35.7, -33.3, -5.4, 0.0, 10.1, 6.5, -10.1, -0.8, -0.2, 1.6
O=C1CC2(CCN(C(=O)COc3ccc(F)cc3)CC2)Oc2ccccc21
 : -4.0, 4.9, 10.4, -12.9, 2.4, -3.7, 1.1, -8.7, 4.5, 0.3, -0.2
Cc1cc(=O)oc2cc(OCC(=O)OCC(=O)Nc3ccc4ccccc4c3)ccc12
 : -12.5, -40.1, -28.0, 17.3, -0.1, 9.1, -9.6, -16.4, -59.9, 0.0, 0.7
N#Cc1cccnc1N1CCN(C(=O)c2ccccc2)CC1
 : 3.7, -12.5, 1.1, -10.1, -0.3, 5.2, -32.6, 8.6, 10.9, 0.5, .
O=[N+]([O-])c1ccc(OC(F)F)c(/C=N/n2cnnc2)c1
 : 5.0, 9.9, 25.1, -26.5, -0.6, -2.6, 21.4, -5.0, -2.8, 0.5, -0.5
CN1CCN(NC(=O)c2cccs2)CC1
 : -2.6, 18.6, 14.1, -3.1, -0.3, 2.3, 10.8, -3.7, 17.5, -0.1, -1.8
N#Cc1ccccc1CN1C(=O)c2ccccc2S1(=O)=O
 : 7.0, 12.0, -0.9, -20.6, -0.4, 14.2, -9.0, 14.7, 9.4, 0.0, 1.3
Cc1[nH][nH]c(=O)c1C=Nc1ccc(C(F)(F)F)cc1
 : 5.8, 17.3, -14.6, 1.3, -2.8, -4.3, -9.4, -7.2, -30.0, -0.4, 1.6
Nc1cc(=O)[nH]c(SCC(=O)Nc2ccccc2Sc2ccccc2)n1
 : 6.3, 25.6, 7.2, -1.5, 0.0, -5.8, -11.2, 0.8, -17.7, 0.1, 1.2
O/N=C/c1cc(Cl)ccc1OCc1ccccc1Cl
 : 4.3, -36.1, -1.5, 3.6, 0.4, 5.4, -20.9, 17.6, -12.7, -0.2, -1.6

An excerpt from above, showing only CF NFkB inh and Peg3 promoter:
SMILES,CF NFkB inh,Peg3 promoter
O=C(O)c1cc(-c2ccc(-c3c(-c4ccc5c(c4)OCO5)noc3-c3ccsc3)cc2)nc2ccccc12,-1.1,-241.7
CCNC(=S)N1CCC(n2cnc3ccccc32)CC1,3.2,-32.9

Additional records
Below each SMILES – MITF TRPM1 inh, HIF-2a block, Peg3 promoter, CF NFkB inh, hiPSC survival, KKLEB tox, Shn3 3UTR inh, TWEAK-Fn14 inh, NR2E3 ag-1, aDG glyco up, NR2E3 ag-2
CC(NC(=O)C(C)N1C(=O)c2ccccc2C1=O)c1ccccc1 (stereo not drawn)
 : 2.9, 11.8, 16.7, -14.9, -0.5, 1.1, 1.7, 5.9, -3.2, -0.1, 0.7
O=C(Cn1cc(C(=O)C2CC2)c2ccccc21)Nc1ccc(F)cc1
 : 10.3, 19.0, 18.8, 18.7, -0.1, -7.2, 10.9, -4.8, -32.8, 0.0, 0.1
CCc1cccc(NC(=O)C2CCCN(S(=O)(=O)c3c(C)[nH]c(=O)[nH]c3=O)C2)c1 (stereo not drawn)
 : -11.1, 12.1, 12.3, -2.9, 1.4, 8.8, -24.6, -1.2, 0.5, -0.2, -0.5
CC1C(=O)N2CCCc3cc(NC(=O)COc4ccccc4)cc1c32 (stereo not drawn)
 : -0.8, -7.0, -11.2, -14.9, -0.5, 7.1, 6.1, -16.4, -5.1, -0.2, -1.4
CC1(C(=O)Nc2ccc3[nH]ncc3c2)CCN1C(=O)C/C=C/c1ccccc1 (stereo not drawn)
 : ., -3.0, 1.2, -15.9, 5.0, 21.9, 15.5, 4.4, 8.1, 0.0, .
CC(C)c1csc(CN2CCC(n3nccc3NC(=O)Cc3ccccc3)CC2)n1
 : -7.5, 15.8, 14.3, -22.5, -0.5, 3.7, 3.0, -2.3, 1.6, 0.6, 1.3
COc1cccc(OC)c1C(=O)NC(=S)N1CCCCC1c1cccnc1 (stereo not drawn)
 : 3.8, 7.8, 15.7, -6.6, -2.9, -0.9, 1.8, 13.6, -5.2, 0.1, 1.7
CC(=O)c1c(C)[nH]c(C(=O)OCC(=O)N(Cc2ccccc2)C(C)(C)C)c1C
 : 8.2, -3.9, -2.9, -4.3, -0.4, -12.8, 15.8, -2.6, 1.1, 0.1, .
COCCN1C(=O)C(=O)/C(=C(/O)c2ccc(S(=O)(=O)N3CCOCC3)cc2)C1c1cccc(Cl)c1 (stereo not drawn)
 : 9.8, 8.1, 4.2, -14.2, -0.5, -7.9, 12.6, -4.8, 3.9, 0.0, 4.3
COc1ccc(CNN2CCCCC2C(=O)Nc2ccc(OC)c(OCC(C)C)c2)cc1OC (stereo not drawn)
 : -2.4, 0.5, 4.8, 4.8, 0.3, -13.8, 10.7, -28.6, -10.4, 0.1, -0.9
CC1=NN(c2ccc(C)cc2)C(=O)/C1=C\C=C\c1ccccc1
 : 38.2, 23.5, 46.3, -10.2, 1.4, 13.1, 25.1, 94.4*, -1.0, 0.1, 2.3
COc1ccc(OC)c(S(=O)(=O)NCC(c2ccc(F)cc2)N2CCN(C)CC2)c1 (stereo not drawn)
 : 2.5, 2.7, -6.8, 22.6, 0.7, 4.0, 2.1, -5.1, 21.5, 0.0, 1.1
CCN(CC(=O)Nc1cc(Cl)ccc1C)C(=O)c1ccc(=O)n(Cc2ccccc2)n1
 : 3.9, 17.9, 8.1, 5.3, 0.3, -20.9, -9.3, 0.4, -12.9, -0.3, -1.4
CN(C)S(=O)(=O)c1cc(NC2CC(=O)N(c3ccc(F)cc3)C2=O)ccc1Cl (stereo not drawn)
 : -4.9, 11.8, 0.9, -3.0, 0.3, -1.3, -14.7, -24.0, -7.6, 0.0, 2.4
COC(=O)c1cc(S(=O)(=O)Nc2ccc(C)c(F)c2)c[nH]1
 : ., -1.8, 28.0, -0.4, -1.2, -2.9, -1.3, -0.2, 24.8, 0.0, 2.9
CCn1c(=S)sc2c(=O)n(CC(=O)Nc3cccc(Cl)c3)c(C)nc21
 : 1.7, 10.8, 48.9, 9.9, -0.5, 19.2, 3.6, -18.8, -15.7, 0.3, 0.5
CSCCC(NS(=O)(=O)c1ccc(C)cc1)C(=O)Nc1ccc(C)cn1 (stereo not drawn)
 : -8.2, -0.8, 14.7, -14.3, -0.3, 19.6, 5.9, -9.8, 31.8, 0.8, 1.1
